PKA-R2B act = activates the human PKA-R2B holoenzyme complex. P22694+P31323. PKA-R2B holoenzyme dissociation, Cy5-IP20 fluorescence polarization; R2B truncated from residue 108, S112A mutant; 0% DMSO only, 100% 113 µM cGMP. activation, % at 11.4 µM. 0.079% of 340,000 active;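 active means activation above a cutoff set at the mean over all compounds plus 3 SD, cut at about 18% in these data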;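 further: higher means more holoenzyme dissociation and a rise in polarization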
CDK5 p35 inh = inhibitors of human CDK5/p35 kinase; Q00535+Q15078; Recombinant CDK5/p35, ADP-Glo luminescence, 60 min; inhibition, % at 10 µM; 0.01% of 330,000 active; AID 488839;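 active means highest replicate inhibition of at least 50% and at least 75% of replicates reaching 50%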;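 further: plate controls were DMSO neutral control for no effect and GW8510 at 10 µM for full effect; many of its hits are not listed in these tables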
Target sequence (Q00535 whole entry, looked up): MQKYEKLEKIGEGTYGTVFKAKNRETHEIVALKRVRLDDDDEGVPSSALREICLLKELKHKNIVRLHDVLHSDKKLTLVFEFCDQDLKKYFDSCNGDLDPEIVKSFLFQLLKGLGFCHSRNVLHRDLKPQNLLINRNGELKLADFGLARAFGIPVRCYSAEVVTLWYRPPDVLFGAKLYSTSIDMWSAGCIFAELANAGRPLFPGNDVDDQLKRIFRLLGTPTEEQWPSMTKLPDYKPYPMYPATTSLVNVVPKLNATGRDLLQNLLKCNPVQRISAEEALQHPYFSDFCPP
Target sequence (Q15078 whole entry, looked up): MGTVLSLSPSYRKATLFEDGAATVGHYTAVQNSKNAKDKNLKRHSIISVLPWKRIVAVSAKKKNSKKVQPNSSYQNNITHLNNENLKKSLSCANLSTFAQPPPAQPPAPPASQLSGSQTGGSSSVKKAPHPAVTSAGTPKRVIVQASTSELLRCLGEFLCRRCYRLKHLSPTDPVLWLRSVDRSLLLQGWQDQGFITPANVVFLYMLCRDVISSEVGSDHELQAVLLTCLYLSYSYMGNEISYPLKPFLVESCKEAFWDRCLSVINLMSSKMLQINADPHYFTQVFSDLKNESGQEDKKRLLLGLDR
SR-BI DiI inh = inhibitors of mouse SR-BI mediated HDL lipid uptake. Q61009. ldlA[mSR-BI] CHO cells, DiI-HDL uptake fluorescence, 3 h. inhibition, % at 12.5 µM. 0.96% of 320,000 active. AID 488896;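 active means mean replicate inhibition of at least 70% and a set share of replicates each scoring 70 or more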;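 further: 0% = median of neutral control wells and 100% = median of positive control wells; values of inactives mirror those of a sister screen read the other way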
dFosB activator = mouse delta FosB homodimer activation; P13346; purified delta FosB, TAMRA-CDK5 oligo fluorescence polarization; percent of positive-control signal above neutral wells; activation, % at 25 µM; 0.99% of 340,000 active; AID 493131;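 active means mean activation above about 17%, with every replicate also reaching it, limit read from the data, passing the limit was not always enough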;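 further: fluorescence polarization rise as delta FosB binds a TAMRA Cdk5 AP-1 oligo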
Target sequence (P13346 whole entry, looked up): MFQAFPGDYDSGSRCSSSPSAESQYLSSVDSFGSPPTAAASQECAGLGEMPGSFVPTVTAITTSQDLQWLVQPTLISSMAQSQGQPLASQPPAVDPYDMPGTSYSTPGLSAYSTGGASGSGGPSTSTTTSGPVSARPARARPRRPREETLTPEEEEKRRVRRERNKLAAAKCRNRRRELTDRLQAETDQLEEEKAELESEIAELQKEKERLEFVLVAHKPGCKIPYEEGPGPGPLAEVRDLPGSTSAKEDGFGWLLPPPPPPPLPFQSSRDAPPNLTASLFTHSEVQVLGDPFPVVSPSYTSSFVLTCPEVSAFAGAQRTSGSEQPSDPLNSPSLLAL
SUMO Mot1 rescue = inhibitors of SUMOylation pathway: yeast Mot1-301 growth rescue; 1% of 320,000 active; growth rescue, % at 18.8 µM; S. cerevisiae Mot1-301 growth rescue, ATP luminescence, 38.5C; percent above DMSO median, 100 means doubled; AID 2716;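 active means every valid replicate shows activation above 250% relative to neutral control wells; inactive means the rest, any valid replicate at or below 250%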;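 further: OY570 slx delta 5 strain wells were the positive control but not used for scaling; some compounds called inactive have numbers as strong as hits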
SR-BI uptake up = enhances SR-BI lipid uptake from DiI-HDL. CHO ldlA[mSR-BI] cells, DiI-HDL uptake fluorescence, 3 h; 100 = double the neutral-control signal. activation, % at 12.5 µM. 0.096% of 320,000 active. AID 504775;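 active means mean replicate activation of at least 60% and every replicate at or above 60%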;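 further: 0% = median plate neutral-control signal and 100% = twice that signal; values of inactives mirror those of a sister screen read the other way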
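Test system: SR-BI-overexpressing, LDLR-lacking CHO cells. Measured by: DiI fluorescence, bottom read. Medium: Ham's F12 with 0.5% BSA, HEPES 25 mM, pH 7.4. Timing: 3 h uptake period with compound, 37 °C.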
MITF TRPM1 HTS = activators of MITF-driven TRPM1 promoter activity in SK-MEL-5 cells | SK-MEL-5 TRPM1-promoter luciferase, 24 h; % of positive control, neutral wells = 0 | 0.75% of 300,000 active | activation, % at 12.5 µM;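 active means mean activation of at least 80% with every replicate also reaching 80%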;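 further: 0% = neutral control wells and 100% = parthenolide positive control wells; values of inactives mirror those of a sister screen read the other way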
PKA-R1A activ = activates the PKA-R1A holoenzyme complex; P00514+P68181; PKA-R1A dissociation, Cy5-IP20 fluorescence polarization; scaled: DMSO 0%, 113 µM cGMP 100%; activation, % at 11.4 µM; 0.083% of 340,000 active;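 active means percent activation above the mean of all tested compounds plus 3 SD, cut at about 19% in these data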;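 further: higher means more PKAc released from R1A so a rise in polarization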
NSD2 HMT inh = inhibitors of human histone methyltransferase NSD2. O96028. NSD2 peptide methylation, AlphaScreen, 120 min. inhibition, % at 12.5 µM. 0.54% of 310,000 active. AID 743445; in the data active means inhibition above about 50%
Arrestin-AP2 inh = human beta-arrestin and AP2 interaction inhibition. inhibition, % at 10 µM. FITC-arrestin peptide / GST-AP2 beads, flow cytometry; AP2 beta2 appendage carries R879A mutation. 0.31% of 340,000 active;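 active means inhibition above a set limit, near 3 SD of compounds lacking own fluorescence, cut at about 54% in these data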;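 further: plate controls were DMSO wells for no effect and 5 µM unlabelled arrestin peptide for full effect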
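Assay system: GST-AP2 R879A bound to glutathione beads, E. coli-expressed; Medium: PBS with 0.05% Tween 20 and 0.1% BSA; Also added: fluorescein-tagged arrestin peptide at 50 nM final; Timing: 12 min plus 1 h, RT; Measured by: flow cytometry, FL1 (488/535 nm); Evaluation: percent drop in bead-associated FITC signal.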
Pemphigus Ab inh = human desmoglein-3 autoantibody binding inhibition. P32926. DSG3-coupled beads, scFv-anti-DSG3-GFP binding, flow cytometry; active compounds read low. binding (percent of control), % at 10 µM. 0.48% of 310,000 active. AID 588358;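 active means binding more than 3 SD below its plate's average and above zero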;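 further: hits lower antibody fragment binding to DSG3; some compounds called inactive have numbers as strong as hits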
* = called active by the depositor; / = no result given; + = active, no number. This is a random part of the collection. Share with any hit: about 4.7%.

SMILES | PKA-R2B act | CDK5 p35 inh | SR-BI DiI inh | dFosB activator | SUMO Mot1 rescue | SR-BI uptake up | MITF TRPM1 HTS | PKA-R1A activ | NSD2 HMT inh | Arrestin-AP2 inh | Pemphigus Ab inh
Cc1ccc(N(CC(=O)N/N=C/c2ccc(OCC(N)=O)cc2)S(C)(=O)=O)cc1Cl | 2 | -1.2 | 14 | -6 | 158 | -14 | -2 | -8 | -2 | 43 | 98
Cc1cc(OCC(=O)Nc2cccnc2)c2c(C)cc(=O)oc2c1 | -4 | 0.0 | -18 | -22 | -17 | 18 | -4 | -1 | 1 | -8 | 107
COc1ccc(CC(=O)Nc2ccc(S(=O)(=O)Nc3cc(C)on3)cc2)cc1OC | -4 | 0.4 | -21 | 0 | 11 | 21 | 10 | 1 | 1 | 22 | /
O=C(CN1CCN(CC(=O)Nc2ccccc2C(F)(F)F)CC1)Nc1ccccc1F | 9 | 2.4 | -4 | -3 | 32 | 4 | -3 | 2 | -2 | -7 | 95
CC(C)n1cnc2cc(NCc3ccccn3)ccc21 | -2 | 0.6 | 16 | -1 | -2 | -16 | 50 | 8 | -1 | 15 | 93
COCCN(C(=S)Nc1cc(C)cc(C)c1)C(C)c1cccs1 (configuration not stated) | 0 | -1.1 | 0 | -4 | 10 | 0 | -6 | -8 | -1 | 43 | 105
CN1CN=C(NS(=O)(=O)c2ccc([N+](=O)[O-])cc2)NC1 | -2 | 2.0 | 0 | 3 | 7 | 0 | -5 | 7 | 5 | -8 | 102
CC1(C)CC(CC(=O)Nc2ccccc2[N+](=O)[O-])C(=O)O1 (configuration not stated) | -3 | -1.9 | -4 | -7 | 16 | 4 | 3 | -1 | / | 19 | 102
O=C(CSCc1cc(=O)n2nc(C3CC3)sc2n1)Nc1ccccc1Cl | -11 | 1.7 | -22 | -7 | 10 | 22 | -10 | 0 | -3 | -12 | 66
CCn1c(COc2ccc(C)cc2)nnc1SCC(=O)Nc1ccc2c(c1)OCCO2 | 10 | -1.0 | 1 | -6 | -11 | -1 | 0 | 8 | 1 | -2 | 100
Cc1ccccc1-c1noc(-c2cccs2)n1 | -18 | -3.0 | 10 | -2 | 64 | -10 | / | 11 | / | 4 | 102
CCOC(=O)c1ccc(Nc2nc(N3CCOCC3)nc(N3CCOCC3)n2)cc1 | -8 | 1.3 | 9 | -4 | 1 | -9 | 39 | 2 | -11 | 3 | 89
CC(=O)NC(NC(=S)Nc1c(C)n(C)n(-c2ccccc2)c1=O)C(Cl)(Cl)Cl (configuration not stated) | -1 | -0.2 | -12 | -6 | / | 12 | -20 | -4 | -2 | 6 | 107
CCCc1cc(CN(C)C(=O)CC2C(=O)NCCN2Cc2ccccc2C)[nH]n1 (configuration not stated) | -4 | 0.1 | 8 | -13 | -3 | -8 | -5 | -1 | 1 | / | 108
O=C(NCc1cccnc1)Nc1cccc(C(F)(F)F)c1 | -3 | -0.1 | 8 | -2 | 7 | -8 | 9 | -1 | -4 | 16 | 120
COC(=O)C(CSCc1ccccc1)NC(=O)CSc1nc(C)cc(=O)[nH]1 (configuration not stated) | / | -0.6 | 0 | -1 | -2 | 0 | 6 | / | -1 | -3 | /
CC(=O)c1ccc(N2CCN(S(=O)(=O)c3cccc(S(=O)(=O)N4CCOCC4)c3)CC2)cc1 | 4 | -0.6 | 2 | 11 | -1 | -2 | 0 | 2 | 32 | 12 | 99
CCN(CC)CCNC(=O)c1ccc(NC(=O)c2cccc(S(=O)(=O)N3CCc4ccccc43)c2)cc1 | 13 | 0.4 | 24 | -81 | / | -24 | -57 | -4 | 7 | -9 | 104
COC(=O)[C@H]1C[C@@H]1[C@H](NS(=O)(=O)c1ccc2ccccc2c1)c1ccccc1 | -7 | -2.2 | -6 | -7 | -7 | 6 | -4 | 1 | / | 8 | 104
Cc1ccc(S(=O)(=O)N(C)C)cc1NC(=S)N1CCc2ccccc21 | 8 | 0.0 | 27 | -6 | 1 | -27 | -5 | 0 | -3 | 7 | 82
Nc1cc([N+](=O)[O-])ccc1Nc1ccc(O)cc1 | -7 | 1.9 | 18 | 0 | -19 | -18 | -2 | -2 | 45 | 24 | 102
CCOc1ccc(N(CC(=O)Nc2ccccc2C)S(=O)(=O)c2c(C)[nH]c(=O)[nH]c2=O)cc1 | -6 | -1.9 | -25 | -7 | -24 | 25 | 7 | -1 | / | 6 | 89
CSc1cccc(CNC(=O)CC2C(=O)NCCN2CC(C)(C)C)c1 (configuration not stated) | 6 | 0.1 | -5 | -10 | 713 | 5 | 2 | 0 | -2 | -8 | 101
Nc1ccccc1-c1nc2ccccc2s1 | 5 | -0.4 | -4 | -8 | 53 | 4 | 42 | 0 | -4 | 1 | 99
Cn1c(N)c(C(=O)COC(=O)c2ccccc2C(=O)c2ccc(Cl)c([N+](=O)[O-])c2)c(=O)n(C)c1=O | -5 | 0.0 | -6 | -7 | -5 | 6 | -92 | -9 | 10 | 13 | 87
SMILES | PKA-R2B act | CDK5 p35 inh | SR-BI DiI inh | dFosB activator | SUMO Mot1 rescue | SR-BI uptake up | MITF TRPM1 HTS | PKA-R1A activ | NSD2 HMT inh | Arrestin-AP2 inh | Pemphigus Ab inh
CCCCOc1ccc(N2C(N)=NC(N)=NC23CCCCC3)cc1 | 7 | 0.1 | -17 | 6 | -6 | 17 | / | -3 | 1 | 3 | 127
O=C(NCc1ccccc1)c1ccccc1 | -9 | -0.5 | -8 | -6 | / | 8 | 15 | 0 | / | 4 | 101
O=C(Cc1c(Sc2ccccc2)c2ccccc2n1Cc1ccccc1)NCCO | 0 | 0.8 | -15 | -10 | -25 | 15 | 0 | 1 | 3 | -2 | 82
O=[N+]([O-])c1cccc(N=Nc2ccc(O)cc2O)c1 | 3 | -0.8 | -5 | -15 | / | 5 | 4 | 2 | 11 | 15 | 91
Cn1ncc([N+](=O)[O-])c1C(=O)N/N=C/c1cccc([N+](=O)[O-])c1 | 1 | 0.0 | -6 | -1 | 5 | 6 | -1 | 7 | -3 | -1 | 84
CC(SC1=NCCS1)C(=O)Nc1nnc(-c2ccc(Br)cc2)s1 (configuration not stated) | -10 | 2.7 | -25 | -3 | 2 | 25 | 29 | 1 | / | 2 | /
N#Cc1c(Sc2ncc(C(F)(F)F)cc2Cl)nsc1C/C=N\OCc1ccccc1Br | -7 | 0.9 | 22 | -17 | / | -22 | -1 | -9 | 0 | 39 | 88
Nc1ncnc(N2CCc3ccccc32)c1[N+](=O)[O-] | -11 | 1.1 | 13 | -4 | 10 | -13 | -22 | 2 | -4 | 1 | /
COc1ccccc1N1CCN(C(=O)c2cc3c(s2)CCCCC3)CC1 | -7 | -0.9 | -4 | -8 | 67 | 4 | 5 | -14 | 3 | -14 | 108
CCOc1ccc(C(=O)/C=C/c2ccc(OC)c(OC)c2)cc1 | -1 | -0.4 | 32 | -8 | 8 | -32 | 5 | -2 | 6 | 6 | /
CC(=O)c1cccc(NC(=O)Cn2cnc(S(=O)(=O)N3CCCC3)c2)c1 | 7 | -0.5 | -3 | -1 | 7 | 3 | -1 | -1 | 12 | 14 | /
CCOC(=O)COc1ccsc1C(=O)OC | 0 | 0.4 | -33 | -5 | 16 | 33 | / | 0 | -3 | 6 | 100
O=C(O)CC(C(=O)OC1CCCCC1)N1CCOCC1 (configuration not stated) | 7 | -1.8 | -14 | 6 | -7 | 14 | -1 | 1 | 5 | -9 | 99
COC(=O)c1cc2c(cc1N)OCCO2 | 3 | 2.8 | -3 | 1 | 2 | 3 | -4 | -8 | 10 | 40 | 102
COc1cccc(C(=O)C2CCCN(C(=O)c3ccccn3)C2)c1 (configuration not stated) | -5 | -0.4 | -3 | -3 | 6 | 3 | -17 | 6 | 3 | -2 | /
O=C(CCN1C(=O)/C(=C\C=C\c2ccccc2)SC1=S)Nc1ccc(C(=O)O)cc1 | -1 | -0.2 | -22 | -14 | -15 | 22 | 61 | 1 | 4 | 23 | 103
O=C(Nc1ccccc1C(=O)NC1CC1)c1ccccc1F | -8 | -8.3 | -21 | 3 | 12 | 21 | 1 | -9 | -6 | -3 | 97
O=C(NC(=S)Nc1nc(-c2cccc([N+](=O)[O-])c2)cs1)c1cc(Cl)ccc1Cl | 2 | 1.7 | 24 | -4 | 7 | -24 | 19 | -10 | -2 | 8 | 95
CCOC(=O)C(NC(=O)c1ccccc1)(N1CCOCC1)C(F)(F)F (configuration not stated) | -9 | 1.5 | -35 | 1 | + | 35 | 9 | -14 | 1 | 5 | 98
Cn1c(C(=O)O)cc2cc(Oc3ccccc3)ccc21 | -6 | 2.0 | -28 | 0 | -1 | 28 | / | -16 | 1 | -7 | 99
CCOc1ccc(N2C(=O)C(Cl)=C(N3CCOCC3)C2=O)cc1 | -2 | -0.3 | 15 | -1 | -17 | -15 | -10 | 6 | 0 | 13 | 108
Cc1nn(-c2ccc(F)cc2)c(Cl)c1/C=C(/CC(=O)O)c1nc2ccccc2s1 | -4 | -1.4 | -10 | -3 | / | 10 | 1 | -7 | 1 | 8 | /
N/C(=N\OC(=O)c1ccccc1Cl)c1ccc(Cl)cc1 | 6 | 0.1 | 12 | -16 | 1 | -12 | 45 | 4 | -6 | -1 | 102
Cc1ccc(Nc2nc(N)nc(CN3CCN(C(=O)c4ccco4)CC3)n2)cc1Cl | 0 | 1.0 | -16 | -11 | -13 | 16 | -2 | -2 | 0 | 20 | 99
C=CCc1cc(/C=C2/NC(=O)N(CC(=O)OC)C2=O)cc(OC)c1O | -8 | -0.5 | 5 | 0 | -30 | -5 | 7 | -9 | 0 | 12 | 105
CC(C)(C)n1nnnc1C(c1ccc(C(F)(F)F)cc1)N(Cc1ccccc1)Cc1ccco1 (configuration not stated) | 4 | 0.0 | -1 | -1 | -3 | 1 | -4 | 2 | -1 | 2 | 108
CN1C(=O)C(CC(=O)Nc2ccc(F)cc2)N(Cc2ccco2)C1=S (configuration not stated) | -3 | -0.3 | -4 | 2 | -7 | 4 | -4 | -12 | 1 | -8 | 101
CCn1c(=O)c2ccccc2n2c(SCC(=O)N3CCc4ccccc4C3)nnc12 | 0 | 1.6 | -14 | -1 | 16 | 14 | 7 | -6 | 0 | 2 | 103

Sorted by value in SR-BI uptake up (smallest number first): three from the list above.
SMILES,SR-BI uptake up
COC(=O)c1cc2c(cc1N)OCCO2,3
Cc1ccc(Nc2nc(N)nc(CN3CCN(C(=O)c4ccco4)CC3)n2)cc1Cl,16
O=C(Nc1ccccc1C(=O)NC1CC1)c1ccccc1F,21

Screening results: PubChem, several laboratories
